Screening data from PubChem BioAssay.
IMPase Li cell – cell-permeable IMPase inhibitors with lithium potentiation | AID 1457 | CHO-M1 cells, IP1 TR-FRET (IP-One), carbachol + lithium | actives 0.35% (n = 210,000) | Potency, µM (titrated, usually from 59.4 µM), for inactives: at the top dose activity, negative = IMPase inhibition, usual class: inhibitors;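 also: IP1 builds up when IMPase is blocked and the TR-FRET signal falls; potency is read from the fitted curve at half-maximal effect; plate controls were basal vehicle for no effect and high inhibitor control for full effect; nearly all actives have a fitted effect of over 50% in size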
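Readout is a homogeneous TR-FRET IP1 immunoassay (Ex 320, Em 665 and 620), where raised cytosolic IP1 lowers signal. Cells were CHO-M1 treated 30 min at 37C with test compounds plus a little lithium; AC50 values came from Hill-equation fitting.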
Lamin A splicing – modulators of lamin A splicing; HeLa LMNA splicing GFP/RFP minigene ratio, 48 h; actives 0.01% (n = 200,000); Potency, µM (series often up to 46.1 µM), without a hit: at the highest dose ratio change, negative = inhibition, actives largely listed as inhibitors; active = well fitted inhibition curve with a large enough effect in the signal ratio, with a control signal flat, not every such curve was filed as active; inconclusive = small, poorly fitted or top-dose-only effect, or effect the other way, or a change in a side signal; the % refers to the signal ratio; also: potency is read from the fitted curve at half-maximal effect; % is scaled to controls: 0 for no effect and ±100 for the full control effect
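S3 HeLa cells stably expressing lamin A-EGFP splicing minigene plus DsRed2, 600 cells/well, 48 h compound exposure at 37C. Laser-scanning cytometry; analysed as GFP (500-530 nm)/RFP (575-640 nm) total intensity ratio; 0.5% DMSO vehicle.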
NPSR antag – neuropeptide S receptor (human) antagonism, cAMP. Q6W5P4. CHO-NPSR cells, cAMP TR-FRET, antagonist mode. Potency, µM (top dose mostly 38.3 µM), for the others: at the highest dose activity change, negative = inhibition, hits mostly inhibitors. actives 1% (n = 220,000). AID 1461; also: potency is read from the fitted curve at half-maximal effect; % is scaled to controls: 0 for no effect and ±100 for the full control effect; nearly all actives have a fitted effect of over 50% in size; many of its hits are not listed in these tables
Target sequence (Q6W5P4 whole entry, looked up): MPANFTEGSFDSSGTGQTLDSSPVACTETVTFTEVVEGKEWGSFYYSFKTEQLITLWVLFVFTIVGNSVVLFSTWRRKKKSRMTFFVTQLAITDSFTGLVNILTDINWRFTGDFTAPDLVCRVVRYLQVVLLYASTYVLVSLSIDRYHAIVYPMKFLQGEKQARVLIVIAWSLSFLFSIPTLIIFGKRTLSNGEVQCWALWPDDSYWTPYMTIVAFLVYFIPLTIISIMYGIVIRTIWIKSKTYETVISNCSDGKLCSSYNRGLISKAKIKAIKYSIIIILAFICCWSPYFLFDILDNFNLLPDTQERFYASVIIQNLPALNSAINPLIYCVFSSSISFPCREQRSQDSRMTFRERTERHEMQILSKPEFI
KinaseGlo FLuc – counter-screen: inhibitors of Kinase-Glo firefly luciferase; Kinase-Glo luciferase, ATP luminescence, 8 min; Potency, µM (highest dose often 38.3 µM), without a hit: at the highest dose activity change, negative = inhibition, usual class: inhibitors; actives 0.28% (n = 200,000); also: potency is read from the fitted curve at half-maximal effect; % is scaled to controls: 0 for no effect and ±100 for the full control effect; nearly all actives have a fitted effect of over 60% in size
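Substrate mix (final 50 mM imidazole pH 7.2, 50 mM KCl, 7 mM MgCl2, 10 uM ATP, 0.01% Tween 20, 0.05% BSA) plus pin-tool compound, then Kinase-Glo detection mix; 8 min ambient, luminescence read.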
Epigenetic reg – epigenetic control regulation, reporter derepression | AID 1865 | actives 0.2% (n = 280,000) | murine LDR cells, GFP reporter derepression, 30 h | Potency, µM (series often up to 53.9 µM), without a hit: at the highest dose GFP activation, hits mostly activators; also: potency is read from the fitted curve at half-maximal effect; % of control where 0% means no effect; nearly all actives have a fitted effect of over 60% in size
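Reporter derepression read as number of fluorescent GFP-positive objects, 20-120 um in size, counted by laser-scanning cytometer. Mouse LDR line with an epigenetically silenced CMV-GFP locus; compound incubation 30 h, 37 C.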
CBFb-RUNX1 inh – inhibitors of human CBF-beta and RUNX1 interaction | Q01196+Q13951 | Potency, µM (series often up to 59.8 µM), inactives show top-dose activity, negative = inhibition, hits mostly inhibitors | 230,000 tested, under 10 active | AID 1477 | AlphaScreen CBFb-His/RUNX1-biotin binding, biochemical; also: % of control where 0% means no effect
Target sequence (Q01196 whole entry, looked up): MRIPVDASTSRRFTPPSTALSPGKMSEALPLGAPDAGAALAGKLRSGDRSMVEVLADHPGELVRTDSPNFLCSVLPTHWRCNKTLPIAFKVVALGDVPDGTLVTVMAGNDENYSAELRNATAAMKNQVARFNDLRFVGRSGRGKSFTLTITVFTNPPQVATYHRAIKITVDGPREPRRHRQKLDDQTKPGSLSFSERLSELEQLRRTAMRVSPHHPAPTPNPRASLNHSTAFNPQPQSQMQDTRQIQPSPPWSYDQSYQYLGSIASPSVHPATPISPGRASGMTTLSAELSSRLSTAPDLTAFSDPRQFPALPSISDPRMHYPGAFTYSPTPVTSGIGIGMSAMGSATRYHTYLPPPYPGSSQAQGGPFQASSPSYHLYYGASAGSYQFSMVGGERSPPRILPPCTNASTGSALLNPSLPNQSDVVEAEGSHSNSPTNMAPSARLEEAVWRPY
Target sequence (Q13951 whole entry, looked up): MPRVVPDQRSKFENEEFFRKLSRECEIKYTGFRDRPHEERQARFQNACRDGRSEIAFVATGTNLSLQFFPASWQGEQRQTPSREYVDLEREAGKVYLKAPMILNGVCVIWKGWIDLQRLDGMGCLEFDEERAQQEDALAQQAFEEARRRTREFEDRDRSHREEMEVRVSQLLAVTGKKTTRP
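Proteins preincubated together for 20 min at RT before compound addition; 15 min later, nickel and streptavidin beads were added and left 90 min prior to AlphaScreen measurement.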
HttQ103 aggreg – inhibitors of mutant huntingtin aggregate formation in PC12 cells | Potency, µM (doses to about 46.1 µM), for the others: at the highest dose activity change, negative = inhibition, actives largely listed as inhibitors | actives 1.1% (n = 220,000) | PC12 HttQ103-GFP aggregates, Acumen cytometry, 40 h; also: potency is read from the fitted curve at half-maximal effect; % is scaled to controls: 0 for no effect and ±100 for the full control effect; nearly all actives have a fitted effect of over 60% in size
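Huntingtin Q103 exon 1–GFP aggregates in induced PC12 cells (100 nM tebufenozide) were quantified by cytometry from lysates, with compounds dosed in titration.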
An asterisk follows results filed as active; u = inconclusive; x = not tested or not shown; & = joins results of further samples; [ ] = another dose, or the depositor's remark. Unless noted, calls follow the shape of the dose curve; as a rule, active = well fitted curve in the direction sought with a large enough effect; inconclusive = small, poorly fitted or top-dose-only effect, or another doubt; inactive = no such curve, though single readings can be large; an effect the other way counts as inactive or inconclusive. Some of the compounds tested. The share of hits here may be higher or lower than overall.

SMILES | IMPase Li cell | Lamin A splicing | NPSR antag | KinaseGlo FLuc | Epigenetic reg | CBFb-RUNX1 inh | HttQ103 aggreg
C=CCn1c(SCC(=O)Nc2ccccc2OC)nnc1-c1ccccn1 | 10% | -16% | -2% | 3% | 4.2% | -13% | 17%
O=C(c1ccc(Cl)cc1)C1CCN(C(=O)NC2CCCCC2)CC1 | 7% | u | -5%[46.1 µM] | 4% | -1.1% | 7% | u
Nc1ncccc1OCc1ccc(Br)cc1 | 30% | x | 2% | 0% | -1.0% | 7% | u
Cc1cccc(NC(=O)CS(=O)(=O)c2cn(C)c3ccccc23)c1C | 31%[activator][38.3 µM] | 6% | 3%[46.1 µM] | -1% | 0.9% | 15% | -4%
COc1ccc(C2(C(N)=O)CCCCC2)cc1OC | u | u | 1%[46.1 µM] | 1% | -3.9% | 5% | 3%
CCCCOc1ccc(CSc2ncn[nH]2)cc1 | -5%[38.3 µM] | u | -14%[46.1 µM] | -4% | -2.9% | 4% | 2%
O=C(/C=C\c1ccc2c(c1)OCO2)Nc1nnc(SCC(=O)OCc2ccccc2)s1 | -5% | -4% | 14% | -2% | 2.3% | 2% | -15%
O=C(NNC(=O)c1sc2cccc(Cl)c2c1Cl)NC1CCCCC1 | -19%[38.3 µM] | 8% | 0%[46.1 µM] | 1% | -0.9% | -9% | 18%
CC(C)n1nnnc1-c1ccc(Cl)cc1 | -5% | x | -5% | 0% | 1.1% | 5% | -12%
O=C(O)CCCC(=O)NCCc1cccc(Cl)c1 | 17%[38.3 µM] | 9% | 1%[46.1 µM] | 1% | -1.0% | 8% | 7%
COc1ccc(NS(=O)(=O)c2cc(NC(=O)c3cccnc3Cl)ccc2N2CCCC2)cc1 | x | x | -15%[7.67 µM] | x | 1.4% | -7% | 13%[9.22 µM]
Cc1ccc(NC(=O)N2CCc3ccccc32)cc1C | 8% | x | -17% | -10% | -0.6% | 7% | -23%
CC(=O)N1CCN(C(=O)Nc2cccc(C(F)(F)F)c2)CC1 | -1%[38.3 µM] | -3% | -6%[46.1 µM] | 1% | 0.0% | 5% | -3%
COc1ccc([N+](=O)[O-])cc1NC(=O)CCNC(=O)Cn1ccc2ccccc2c1=O | 7% | 3%[46 µM] | -6% | -1% | 1.1% | -13% | -9%
CCCOC(=O)Nc1ccc(S(=O)(=O)Nc2ncccn2)cc1 | x | x | 1% | x | 1.1% | 11% | -16%[9.22 µM]
Cc1cc(C)cc(NC(=O)c2snc3c(=O)[nH]cnc23)c1 | -4%[38.3 µM] | 6% | -5%[46.1 µM] | 3% | 14% | 9% | 5%[9.22 µM]
O=C(NCc1ccccc1)C(c1cccnc1)N(Cc1ccco1)C(=O)c1ccccn1 (configuration not stated) | 2%[38.3 µM] | 5% | 1%[46.1 µM] | 0% | 0.7% | -4% | 16%
CCOC(=O)C1(Cc2cccc(OC)c2)CCCN(Cc2c(C)nn(C(C)C)c2C)C1 (configuration not stated) | x | x | 1% | x | 3.8% | 7% | 9%[9.22 µM]
CNc1ccnc(-c2c(C)noc2C)n1 | 17% | -6% | x | -2% | -4.5% | x | x
O=C(Nc1nc2cc3c(cc2s1)OCCO3)c1cccc(N2C(=O)CCC2=O)c1 | -1% | x | 9% | x | -0.1% | 12% | -9%[9.22 µM]
C1CCN=C(Nc2nn[nH]n2)CC1 | 16%[38.3 µM] | 4% | 4%[46.1 µM] | -1% | 1.0% | 4% | 17%
Cc1ccc(SCC2CNc3nc4ccccc4c(=O)n32)c(C)c1 (configuration not stated) | 10%[38.3 µM] | 0%[0.0737 µM] | 1%[46.1 µM] | -1% | 0.8% | -1% | -1%
O=C(CCS(=O)(=O)c1ccc(Br)s1)N1CCc2ccccc21 | -1%[38.3 µM] | u | -7%[46.1 µM] | 0% | -1.0% | 5% | 15%
COCC(=O)OCc1cc2cccc(C)c2[nH]c1=O | x | x | 7% | x | 0.0% | 7% | -1%[9.22 µM]
CCCCC(=O)Nc1nnc(-c2ccc(OC)cc2)s1 | -29% | -13% | -11%[46.1 µM] | -1% | 0.0% | 2% | -30%
CCOc1ccccc1C(=O)Nc1nnc(CC)s1 | -6% | u | -9%[46.1 µM] | 1% | -1.0% | 0% | -31%
Cc1c(NC(=S)NC(=O)C(C)(C)C)c(=O)n(-c2ccccc2)n1C | -5% | -4% | 7% | 0% | -2.0% | 15% | 1%
Cc1cc(C)n2nc(SCc3nnc(SCc4ccccc4)s3)nc2n1 | x | u | -13%[46.1 µM] | x | -1.0% | 5% | 0%
Cc1ccc(C(=O)O/N=C/c2ccc(N(C)C)cc2)cc1 | 18% | x | -14% | 1% | 1.5% | 18% | -19%
COC(=O)c1ccc(C(NC(=O)OCc2ccccc2)/C(F)=C/[C@@H](C)C(=O)N(C)Cc2cccnc2)cc1 (some centres not stated) | 6% | x | x | 1% | -1.2% | 6% | x
CC(C)(C)NC(=S)NCc1ccc2c(c1)OCO2 | -5% | 2% | 0% | -3% | 0.1% | 2% | -21%
COc1ccc(-c2noc(-c3ccco3)n2)cc1OC | -7%[38.3 µM] | 6% | 1%[46.1 µM] | 4% | -0.7% | 10% | 13%
O=C1NC2(CCCc3ccccc32)C(=O)N1CCOc1ccc(Br)cc1 (configuration not stated) | 20%[38.3 µM] | u | -20%[46.1 µM] | -2% | 5.2% | 1% | u
CCC(=O)N(CCC1(C(C)C)CCOC(C)(C)C1)Cc1ccco1 (configuration not stated) | 6% | 0% | -15%[46.1 µM] | -2% | 0.0% | 7% | -15%
Cc1cc(=O)[nH]c(SCC(=O)N2CCCc3ccccc32)n1 | 19% | 0% | -1%[46.1 µM] | 0% | 0.0% | 1% | 25%
Cc1cnc(C(=O)Nc2nnc(C3CC3)s2)cn1 | 0%[38.3 µM] | 18% | -5%[46.1 µM] | 5% | -3.2% | -22% | -10%
O=C(CSCCO)Nc1cc(C(F)(F)F)ccc1Cl | 26%[38.3 µM] | 0% | -5%[46.1 µM] | 2% | 0.0% | 10% | 0%
COc1ccc(CS(=O)c2nc(C)cc(C)c2S(C)(=O)=O)cc1 (configuration not stated) | -8% | 9%[46 µM] | 20% | 0% | -2.6% | 6% | 24%
C/C(=N\NC(=O)C1CCCN(S(=O)(=O)c2ccccc2)C1)c1ccccn1 (configuration not stated) | 22%[38.3 µM] | u | -6%[46.1 µM] | 1% | 5.6% | -4% | u
Cc1ccc2nc(NC(=S)NC(=O)c3cccs3)sc2c1 | u | 12% | 4%[46.1 µM] | -2% | 0.0% | -2% | 23%

The last 3 compounds of the part above come first, to join the parts:
SMILES | IMPase Li cell | Lamin A splicing | NPSR antag | KinaseGlo FLuc | Epigenetic reg | CBFb-RUNX1 inh | HttQ103 aggreg
COc1ccc(CS(=O)c2nc(C)cc(C)c2S(C)(=O)=O)cc1 (configuration not stated) | -8% | 9%[46 µM] | 20% | 0% | -2.6% | 6% | 24%
C/C(=N\NC(=O)C1CCCN(S(=O)(=O)c2ccccc2)C1)c1ccccn1 (configuration not stated) | 22%[38.3 µM] | u | -6%[46.1 µM] | 1% | 5.6% | -4% | u
Cc1ccc2nc(NC(=S)NC(=O)c3cccs3)sc2c1 | u | 12% | 4%[46.1 µM] | -2% | 0.0% | -2% | 23%
OCCN(CC#CC(O)(c1ccccc1)c1ccccc1)CCO | x | x | 12% | x | 3.8% | -1% | 17%[9.22 µM]
COc1ccc(NC(=O)OCCN2CCN(Cc3ccccc3)CCC2=O)cc1 | 5%&5% | u | -3% | 3%[39.9 µM] | 0.2%&0.1% | -16%&-16% | -2%
O=C1c2ccccc2C(=O)N1CCCCN(C(=O)c1ccco1)c1ccc(Cl)cc1 | 4%[38.3 µM] | -7% | -28%[46.1 µM] | 2% | -0.9% | 3% | -6%
Cc1cccc(OCC(=O)N/N=C/CC(C)c2ccccc2)c1C (configuration not stated) | -1% | 1% | -8% | 1% | -0.8% | 3% | -1%
COc1cc(NC(=O)Cn2nc(C(F)(F)F)c3c2CCCC3)cc(OC)c1OC | 26%[38.3 µM] | u | -12%[46.1 µM] | -3% | -1.0%&-3.7% | 0% | -13%
C/C(CCc1ccccc1)=N\NC(=O)COc1ccccc1C | -2% | x | -2% | 0% | -1.2% | -1% | 13%
COc1ccc(-c2nc(C#N)c(N3CCC(C(N)=O)CC3)o2)cc1 | 24%[38.3 µM] | -5% | 5%[46.1 µM] | 0% | 7.2% | -5% | -26%
CC(NC(=O)c1ccc(Cl)s1)C1CCCO1 (configuration not stated) | 12%[38.3 µM] | -12% | -16%[46.1 µM] | -4% | 0.9% | 7% | -2%
COc1cc(C2C(C#N)=C(N)Oc3cc(N)ccc32)cc(OC)c1OC (configuration not stated) | 0% | u | 20% | 3% | 0.0% | -10% | 2%
O=C(CN1CCOCC1)N/N=C/c1cc2ccccc2nc1Cl | 8%[38.3 µM] | -7% | -1%[46.1 µM] | 3% | 9.5% | 2% | -2%
O=C(CCC(=O)Nc1ccc(F)cc1)N/N=C/c1c[nH]c2ccccc12 | 0% | 1%[46 µM] | -6% | -3% | -3.5% | 0% | 7%
COc1ccc(N2C(=O)c3ccccc3NC2c2ccc(OC)c(Cn3cc([N+](=O)[O-])cn3)c2)cc1 (configuration not stated) | x | x | -33% | x | -1.6% | -1% | -10%[9.22 µM]
COc1ccc(-n2c(C)cc(/C=C/c3nc(O)c([N+](=O)[O-])c(=O)[nH]3)c2C)cc1 | 4% | u | -6% | -2% | 0.9% | -29% | 9%[9.22 µM]
CCC(C)(C)n1nnnc1C(c1ccccc1F)N1CCC(C(N)=O)CC1 (configuration not stated) | 3%[38.3 µM] | 8% | 1%[46.1 µM] | 10% | 2.9% | 10% | 1%
COc1ccc(C(C(=O)NC2CCCC2)N(Cc2ccc(F)cc2)C(=O)c2ccn[nH]2)cc1OC (configuration not stated) | 4%[38.3 µM] | -3% | -11%[46.1 µM] | -2% | -1.3% | 4% | -5%
Cc1cccc(C(=O)N2CCN(c3ccc([N+](=O)[O-])c(NCc4ccco4)c3)CC2)c1 | 8%[38.3 µM] | 10% | u | -1% | -0.9% | u | -18%
Cc1cc(Cl)c(S(=O)(=O)N2CCCC2)cc1OCC(N)=O | -3% | x | 16% | x | -0.3% | 2% | 10%
Cc1ccc(O/C=C2\OC(=O)c3ccccc32)cc1 | -6% | -5% | 2%[46.1 µM] | 0% | -1.1% | 7% | 3%
O=C(/C=C/c1ccccc1)Nc1nnc(SCC(=O)c2ccc3ccccc3c2)s1 | -7% | -21% | 5% | -1% | 0.0% | 14% | 0%
